# Screening data: PubChem BioAssay, several laboratories
# ABCB6 inh MLPCN: ABCB6 transporter inhibitors, primary screen, K562-ABCB6 cells, flow cytometry, MLPCN library; ATP-binding cassette sub-family B member 6 (Homo sapiens), Q9NP58; K562-ABCB6 porphyrin accumulation, 1 h; stronger effect = lower value; fluorescence ratio to DMSO, % at 10 µM; hit rate 0.19% among 360,000; AID 602162, 2011;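 active = fluorescence ratio to DMSO below 75%, the collection mean minus 3 SD; inconclusive = too few cells collected in the well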;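 note: signal is porphyrin accumulated inside mitochondria; 100% equals median channel fluorescence of DMSO control wells; lower ratio means ABCB6 inhibition with less porphyrin fluorescence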
# TLR9-MyD88 block: inhibitors of TLR9-MyD88 association in cells, primary screen, cell-based, CHO, BLA complementation, fluorescence; Toll-like receptor 9 (Homo sapiens) + Myeloid differentiation primary response protein …; CCF4 FRET ratio; inhibition, % at 4.98 µM; hit rate 0.21% among 340,000;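 active = inhibition above the mean over all tested compounds plus 3 SD, cut at about 21% in these data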;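 note: 0% = DMSO only wells and 100% = clavulanate BLA inhibitor control wells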
# Granule exo inh: LAMP-1 surface exposure blockers, TALL-104 cells – cell-based, flow cytometry, MLPCN library, primary screen; TALL-104 LAMP-1 surface exposure; cells stimulated with thapsigargin and PMA; inhibition, % at 10 µM; hit rate 0.66% among 360,000;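 active = inhibition above about 55%, limit read from the data; inconclusive = no clear call, values can overlap the other calls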
# MC4R ag barr: MC4R agonists recruiting beta-arrestin, primary screen, cell-based, luminescence, agonist arm of biased-ligand search. Melanocortin receptor 4 (Homo sapiens), P32245. U2OS MC4R beta-arrestin complementation; percent of melanotan II response, DMSO zero. activation, % at 8.9 µM. hit rate 0.98% among 360,000;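 active = activation above a per-plate cutoff, the mean activation of sample wells on that plate plus 3 SD, cut at about 8% in these data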
# Target sequence (P32245 whole entry, looked up): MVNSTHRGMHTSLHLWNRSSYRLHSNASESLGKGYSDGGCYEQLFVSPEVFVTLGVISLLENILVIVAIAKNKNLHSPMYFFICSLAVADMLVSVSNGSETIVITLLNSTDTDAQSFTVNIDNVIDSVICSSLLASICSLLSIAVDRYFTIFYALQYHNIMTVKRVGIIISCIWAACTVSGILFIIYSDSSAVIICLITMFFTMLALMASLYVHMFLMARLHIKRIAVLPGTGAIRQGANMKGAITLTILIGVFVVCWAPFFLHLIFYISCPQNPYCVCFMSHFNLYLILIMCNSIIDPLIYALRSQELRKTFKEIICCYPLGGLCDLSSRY
# N-glyco inh: increase of ERlucT glycosylation luciferase signal, primary screen, N-linked glycosylation inhibitor project, D54 ERlucT cells, luminescence, set 2; AID 588692, 2011; D54 ERlucT glycosylation luciferase reporter, 24 h; percent of 100 nM tunicamycin response; hit rate 0.23% among 360,000; reporter increase, % at 12.5 µM;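 active = mean luciferase reporter signal, scaled so untreated is 0 and the glycosylation-blocking control 100, at or above a set limit in every replicate; inconclusive = mean reaches the limit but not every replicate does; inactive = mean below the limit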;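 note: luciferase carries N-glycosylation sites so blocking glycosylation raises the light; 0% = median of neutral control wells and 100% = median of 100 nM tunicamycin wells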
# NOD2 RIPK2 PPI: NOD2-RIPK2 binding disruptors in cells, primary screen, fluorescence, CHO cells, BLA complementation; Receptor-interacting serine/threonine-protein kinase 2 (Homo sapiens), O43353; CCF4 ratio; inhibition, % at 4.98 µM; hit rate 0.38% among 360,000; AID 624267, 2012; in the data active = inhibition above about 21%;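 note: 0% = vehicle only and 100% = reference blocker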
# Target sequence (O43353 whole entry, looked up): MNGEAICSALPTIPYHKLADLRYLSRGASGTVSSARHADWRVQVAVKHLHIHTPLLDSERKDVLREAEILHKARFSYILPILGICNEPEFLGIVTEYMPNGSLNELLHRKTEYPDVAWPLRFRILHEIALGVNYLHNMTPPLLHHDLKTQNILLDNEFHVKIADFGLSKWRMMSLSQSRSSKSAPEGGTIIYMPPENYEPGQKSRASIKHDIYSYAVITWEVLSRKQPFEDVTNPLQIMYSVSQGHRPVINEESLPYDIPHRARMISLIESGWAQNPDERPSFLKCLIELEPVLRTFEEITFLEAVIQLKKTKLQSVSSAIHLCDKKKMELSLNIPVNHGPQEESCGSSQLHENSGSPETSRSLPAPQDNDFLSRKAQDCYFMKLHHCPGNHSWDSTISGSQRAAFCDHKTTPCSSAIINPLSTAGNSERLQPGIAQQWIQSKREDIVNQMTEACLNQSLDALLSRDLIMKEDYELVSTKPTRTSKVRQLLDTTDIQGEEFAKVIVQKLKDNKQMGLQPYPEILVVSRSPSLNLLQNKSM
# MC4R antagonist: MC4R antagonists of cAMP signaling, primary screen, cell-based, TR-FRET, antagonist arm of biased-ligand search; MC4R-expressing cells, MTII-stimulated cAMP, LANCE TR-FRET; inhibition, % at 6.5 µM; hit rate 0.48% among 360,000; AID 540295, 2011;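 active = inhibition above its plate's cutoff, the mean of tested wells on that plate plus 3 SD, cut at about 29% in these data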;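 note: 0% = Melanotan II alone and 100% = Melanotan II plus saturating MCL0020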
#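 System: U2OS cells stably expressing human melanocortin 4 receptor (MC4R). Reagent: Melanotan II challenge after compound preincubation. Doses: 6.5 µM. Times: 30-min compound, 1-h challenge, 1-h detection, room temperature. Measured by: TR-FRET with Eu-cAMP and labeled anti-cAMP, 671 nm. Replicates: singlicate.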
# aDG glyco act: activators of alpha-DG glycosylation, primary screen, uHTS, Pro5-aDG cells, AlphaScreen; alpha-DG glycosylation AlphaScreen (IIH6); 0% Pro5, 100% B10-LARGE cell signal; activation, % at 10 µM; hit rate 0.22% among 360,000;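 active = activation of at least 8% versus controls, or a plate z-score of at least 8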;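 note: Pro5 are CHO cells carrying HIG-tagged alpha-DG that lacks glycosylation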
# Vif imaging: HIV Vif self-association inhibitors, primary screen, imaging, HEK293T, single point; hit rate 0.35% among 340,000; HEK293T cells, Vif self-association by quenched fluorescence, 24 h; inhibition, % at 7.49 µM; in the data active = inhibition above about 50%, passing the limit was not always enough; inconclusive = no clear call, values can overlap the other calls; inactive = below about 31%; note: some results filed as inactive read as strong as hits
# ABHD5-PLIN5 inh: ABHD5-PLIN5 interaction inhibitors, primary screen, cell lysate, split luciferase complementation, luminescence; AID 602281, 2012; Split G. princeps luciferase complementation, 4 h; hit rate 0.78% among 360,000; inhibition, % at 4 µM; Perilipin-5 (Homo sapiens) + 1-acylglycerol-3-phosphate O-acyltransferase ABHD5 (Homo …;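 active = inhibition above the mean inhibition across every tested compound plus 3 SD, cut at about 22% in these data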;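 note: 0% = DMSO only wells and the 100% control is not disclosed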
# Starred values were filed as active, the others as inactive; i = inactive; ? = inconclusive; nt = not tested or not shown. Not all compounds are listed; count on the stated rates, not on these rows.
SMILES,ABCB6 inh MLPCN,TLR9-MyD88 block,Granule exo inh,MC4R ag barr,N-glyco inh,NOD2 RIPK2 PPI,MC4R antagonist,aDG glyco act,Vif imaging,ABHD5-PLIN5 inh
CC1CCC(NC(=O)c2ccc(S(C)(=O)=O)cc2)CC1 (configuration not stated),99,6,-2,-0.9,2,-8,8,-0.4,4,0
Cc1cccc(NC(=O)C2CCCN(C(=O)NC3CCCCC3)C2)c1C (configuration not stated),97,5,2,-3.0,1,-13,0,0.1,?,2
COC(=O)c1ccc(NC(=O)CN(C2CCCCC2)S(C)(=O)=O)cc1,89,-3,0,-1.7,3,3,4,-0.1,-4,0
CCOC(=O)N1CCN(S(=O)(=O)c2ccc(C(=O)NNc3nc4c(C)cccc4s3)cc2)CC1,105,1,-17,0.1,0,3,13,-0.2,9,-4
CN(C)S(=O)(=O)c1ccc(N2CCCC2)c(C(=O)NCC2COc3ccccc3O2)c1 (configuration not stated),98,-6,-8,0.0,0,1,9,-0.2,11,16
C/C(=N/NC(=O)CNC(=O)COc1ccccc1)c1ccc(Cl)cc1,92,13,-1,-2.5,3,-16,-4,-0.1,-7,4
Cc1cccc(C)c1OCc1nc2ccccc2c(=O)n1/N=C/c1c[nH]c2ccccc12,98,5,0,2.5,0,-2,9,0.1,2,-11
CCc1cccc(CC)c1NC(=S)NCC(c1cccnc1)N1CCOCC1 (configuration not stated),98,-4,7,-0.7,3,-1,-1,0.2,-4,2
Cc1onc(-c2c(F)cccc2Cl)c1-c1nnc(-c2cccc3ccccc23)o1,96,nt,1,-0.4,-4,-3,11,-0.2,3,6
O=C(O)c1c[nH]c(=S)n1-c1ccc(F)cc1,100,-3,0,-0.9,1,2,-4,-0.2,-4,-2
Cc1c(C(=O)N2CC(C(=O)N3CCCCC3)Oc3ccccc32)oc2ccccc12 (configuration not stated),98,-5,0,-6.0,0,6,3,-0.1,-5,-3
Cc1ccc(Sc2ncccc2C(N)=O)cc1,95,0,-4,2.3,6,2,-8,0.1,0,4
O=C(NCc1ccccc1CN1CCCC1)c1ccc(Cl)c(N2CCCC2=O)c1,100,-7,21,-0.2,-2,-11,-1,0.0,15,-10
CSc1cccc(NC(=O)Cn2cccc2)c1,95,-8,-2,-1.7,0,-5,-5,-0.3,0,4
CCn1c(CCNC(=O)c2ccc(OC)cc2)nnc1SCC(=O)Nc1ccccc1F,95,1,-1,2.4,0,-3,5,0.1,2,11
COC(=O)c1ccccc1C(=O)c1c(C)cc(C)cc1C,103,nt,-8,nt,nt,3,nt,0.0,nt,-7
COc1ccc(Cl)cc1C(=O)NCc1cn(C)nc1C,90,6,0,-1.1,-2,7,4,-0.1,8,0
O=C(NC(=S)Nc1ccc(N2CCN(C(=O)c3ccccc3)CC2)cc1)c1cccs1,89,-4,-5,-3.7,-11,-11,-2,0.1,-3,-2
O=C1NC[C@@H](CCCCN2C[C@H](Cc3ccccc3)N(CC3CCCCC3)C(=O)C2=O)N(CCc2ccccc2)C1=O,99,nt,0,nt,nt,-17,nt,0.0,nt,0
COc1ccccc1N1CCN(C(=O)CN(Cc2ccc(Cl)cc2)S(C)(=O)=O)CC1,92,-8,1,-1.5,0,-5,4,0.2,nt,0
CN1CCCN=C1/C=C/c1cccs1,93,-2,0,-2.0,-1,-6,4,1.9,4,3
C=CCN(c1ccccc1)S(=O)(=O)c1cc2c(cc1C)NC(=O)CO2,95,-9,-1,-1.2,-2,-6,8,0.0,10,-6
C=CCN1C(=O)C(=O)N(Cc2nc3ccccc3s2)C1=O,92,6,-6,-3.0,-5,-7,9,0.0,6,-8
CC1Sc2ccc(S(=O)(=O)N3CCC(C(N)=O)CC3)cc2NC1=O (configuration not stated),102,-1,-8,-0.8,2,-9,21,0.2,3,4
Cc1cc(C)cc(NS(=O)(=O)c2ccc(-c3cnc(C4CC4)o3)cc2)c1,89,-4,7,-3.2,4,17,-8,0.4,-12,-10

# Other compounds follow.
SMILES,ABCB6 inh MLPCN,TLR9-MyD88 block,Granule exo inh,MC4R ag barr,N-glyco inh,NOD2 RIPK2 PPI,MC4R antagonist,aDG glyco act,Vif imaging,ABHD5-PLIN5 inh
CCN(C(=O)CCS(=O)(=O)c1cccc2nonc12)c1ccc(F)cc1,104,-8,2,-1.8,-2,-6,-5,0.1,1,10
COCCNC(=O)C1CCN(Cc2cccc(OCc3ccccc3)c2)CC1,96,-7,-5,1.2,0,-5,1,-0.3,0,-2
O=C(Cn1nnc2ccccc21)N/N=C\C=C\c1ccccc1,92,11,-2,0.3,-2,-8,-5,0.2,10,8
Cc1csc(SCC(=O)N(c2ccccc2)C(C)C)n1,95,3,0,3.6,1,-6,-1,-0.3,1,1
CN(CC(=O)Nc1ccc(Cl)c(C(F)(F)F)c1)C(=O)Cn1cc([N+](=O)[O-])ccc1=O,95,-16,14,-2.6,1,-3,5,-0.2,0,-1
COc1ccc(-c2csc(NCc3ccco3)n2)cc1,128,-3,-1,-2.0,-6,-10,-5,-0.1,0,-5
CCOC(=O)N1CCN(C(=O)c2ccc(N(Cc3ccc(Cl)cc3)S(C)(=O)=O)cc2)CC1,98,-6,-6,0.1,0,1,5,0.7,-1,1
CC(C)CN(C(=O)COC(=O)CNC(=O)c1ccc(Cl)cc1)C1CCS(=O)(=O)C1 (configuration not stated),94,2,1,-0.7,0,-12,-4,0.3,-2,3
COc1cc(SC)ccc1C(=O)NNC(=O)C1COc2ccccc2O1 (configuration not stated),93,-17,?,-0.6,2,-14,-2,-0.2,-6,5
CCOC(=O)c1c(NC(=O)CSc2nc3ccccc3s2)sc(C(C)=O)c1C,90,-7,9,-1.2,0,-12,16,1.8,-9,-5
CC1(C)NC(=O)N(CC(O)CNC23CC4CC(CC(C4)C2)C3)C1=O (configuration not stated),100,12,-1,-0.9,-1,-6,9,0.1,-3,3
COc1cc(OC)c(OC)cc1/C=C1\Oc2cc(OS(C)(=O)=O)ccc2C1=O,112,2,-3,-1.0,1,-2,-1,-0.1,-4,-5
O=C(c1cc(-c2ccc(Cl)cc2)nc2ccccc12)N1CCOCC1,103,0,-1,-4.0,-1,10,19,-0.3,-6,-2
Cc1ccc(C)c(S(=O)(=O)N2CCN(C(=O)c3cccnc3)CC2)c1,103,-7,-1,1.5,1,-5,-2,-0.2,1,-7
O=C(N/N=C/c1ccccc1)c1ccco1,108,7,-6,2.3,0,8,5,-0.1,-4,9
Cc1ccc(NC(=O)CN2C(=O)S/C(=C\c3cc(C)n(C)c3C)C2=O)cc1,100,0,-4,-0.7,9,-1,6,-0.1,3,0
Cc1cc2ccc(C)c(C)c2nc1SCC(=O)c1cccs1,101,-1,1,-0.8,-1,-8,2,1.0,-10,-7
CC(C)(C)OC(=O)Cn1c(=O)cnc2ccccc21,96,-9,-7,-1.1,0,6,7,0.0,0,3
COc1ccccc1CC(=O)Nc1cccc2c1CCCC2,94,-4,-6,0.4,-3,-11,-7,0.1,1,-9
COCCn1c(=O)[nH]c2cc(C(=O)OC)ccc2c1=O,103,3,2,-2.1,2,-1,6,0.2,8,0
N#Cc1c(-c2ccccc2)cc(C2CC2)nc1SCC(=O)O,97,6,3,-1.9,1,2,22,-0.1,2,-2
CC(=O)c1ccc(-c2cccc(-c3nc4ccccn4c3NC3CCCCC3)c2)cc1,95,0,0,1.3,-1,-2,20,0.9,-11,-4
O=C(CCN1CCOCC1)NC1CCCN(Cc2ccccc2F)C1 (configuration not stated),100,-11,15,1.1,0,-6,6,0.3,-9,-4
COc1ccc(Br)cc1-c1noc(-c2ccncc2)n1,94,-3,-1,2.5,2,-3,-2,0.2,6,5
CCNS(=O)(=O)c1ccc(CCC(=O)N2CCc3ccccc3C2)cc1,97,-5,6,1.0,1,-5,3,0.3,-23,-3

# (more compounds)
SMILES,ABCB6 inh MLPCN,TLR9-MyD88 block,Granule exo inh,MC4R ag barr,N-glyco inh,NOD2 RIPK2 PPI,MC4R antagonist,aDG glyco act,Vif imaging,ABHD5-PLIN5 inh
c1ccc(-c2cc(N3CCCCCC3)n[nH]2)cc1,102,2,-1,-1.6,-2,13,0,-0.2,16,-39
COc1cccc(C(=O)c2sc(NC(C)C)nc2N)c1,99,-3,4,-2.3,12,-11,7,-0.3,19,-5
O=C(N/N=C/c1cn(-c2cccs2)nc1-c1ccccc1)c1ccc(O)cc1,86,8,-4,-0.9,6,-1,3,-0.1,-1,2
CCN(CC)c1cccc(OCC(=O)N(C)CCC#N)c1,i,0,4,-0.5,1,-5,2,-0.4,24,-2
O=C(CCc1ccccc1)NNC(=O)c1ccccc1C(=O)O,97,0,2,-0.2,2,-1,7,-0.5,2,-2
CCc1ccc(N2CC(O)(c3cccs3)[N+]3=C2SCCC3)cc1 (configuration not stated),101,4,2,2.2,0,0,4,0.0,5,-2
COc1ccc(Nc2nnc(SCC(=O)NC3CCS(=O)(=O)C3)s2)cc1 (configuration not stated),103,-11,-2,-3.6,4,-5,19,0.0,-2,-4
CC(C)Cc1cc(C(=O)N2CCC(N3CCC(C(=O)N4CCCC4)CC3)CC2)n[nH]1,99,7,-1,-0.2,0,6,7,0.0,1,-3
C[C@@H](CO)NC(=O)[C@H]1O[C@@H](n2cnc3c(N)ncnc32)[C@H](O)[C@@H]1O,100,nt,-2,nt,1,-7,nt,-0.3,0,9
Cc1cc(NC(=O)C2C3C(=O)N(Cc4ccc(Cl)cc4)C(C(=O)NCc4ccccc4)C34C=CC2(C)O4)no1 (configuration not stated),104,2,1,-0.4,-1,4,-4,-0.3,-14,0
CC1CN(C(=O)c2cc3cc(Cl)ccc3[nH]2)CC(C)O1 (configuration not stated),98,-6,19,0.4,4,-12,13,-0.2,-12,-2
COc1cc(Br)ccc1NC(=O)c1ccccc1-c1ccccc1C(=O)O,96,-2,-3,-1.1,0,9,1,0.2,10,1
CCc1noc(C)c1C(=O)OCC(=O)Nc1ccc2c(c1)OCO2,94,2,-1,-0.8,-1,7,-3,0.3,-3,-2
COc1cc(OC)cc(-n2nnnc2SCC(=O)NC2CCCC2)c1,88,-7,2,-3.0,0,9,2,0.1,1,-2
COC(=O)c1ccc(Cn2cc(C(F)(F)F)ccc2=O)cc1,98,1,-4,-0.9,0,-11,17,-0.2,-1,-2
